# Source: PubChem
# Pol kappa inh: DNA polymerase kappa (human) inhibition. Potency, µM (doses to about 107 µM), for inactives: top-dose activity, negative = inhibition, actives largely listed as inhibitors. AID 588579. 400,000 compounds, 0.53% hits. purified Pol kappa, fluorescent DNA synthesis assay, 10 min; further: on the % scale 0 is the no-effect control and ±100 the full control effect
#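 Kinetic fluorescence screen: compound preincubated 15 min RT with 10 nM enzyme; 50 nM substrate (final) initiates; reads at 0/10 min.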
# Anesthetic bind: binds horse apoferritin like a general anesthetic; 350,000 compounds, 0.074% hits; AID 485281; Potency, µM (series often up to 77.5 µM), for the others: at the highest dose activity change, negative = displacement, usual class: inhibitors; apoferritin/1-aminoanthracene competitive binding, fluorescence; further: on the % scale 0 is the no-effect control and ±100 the full control effect; nearly all actives have a fitted effect of over 20% in size
#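 Steps: apoferritin (10 uM) was premixed with half-saturated 1-AMA in PBS, compounds were pin-transferred, plates stood 10 min at room temperature, fluorescence was read at 380/535 nm, and curves were fitted with a Hill equation.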
# APEX1 inh: APE1 (human) endonuclease inhibition. P27695. 350,000 compounds, 0.35% hits. Potency, µM (series often up to 65.8 µM), without a hit: at the top dose activity change, negative = inhibition, actives largely listed as inhibitors. recombinant APE1, TAMRA/BHQ-2 abasic DNA cleavage fluorescence;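 further: plate controls were vehicle for no effect and reference inhibitor for full effect; nearly all actives have a fitted effect of over 55% in size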
# Target sequence (P27695 whole entry, looked up): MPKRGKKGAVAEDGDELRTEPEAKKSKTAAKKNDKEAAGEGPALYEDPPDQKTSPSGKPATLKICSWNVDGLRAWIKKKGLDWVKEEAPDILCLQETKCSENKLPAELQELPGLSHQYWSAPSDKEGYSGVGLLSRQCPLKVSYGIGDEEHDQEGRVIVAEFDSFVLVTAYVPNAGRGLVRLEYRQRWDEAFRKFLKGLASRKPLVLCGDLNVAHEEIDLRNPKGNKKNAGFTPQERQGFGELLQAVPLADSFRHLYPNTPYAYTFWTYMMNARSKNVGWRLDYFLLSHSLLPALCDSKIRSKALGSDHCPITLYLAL
#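 Activity was derived from the fluorescence gain between first and third kinetic reads (60 s intervals, ex 525/em 598 nm) after 50 nM THF-abasic TAMRA/BHQ-2 duplex was added to 0.75 nM APE1 preincubated 15 min with compound.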
# POLI inh: blocks human DNA polymerase iota activity. Pol iota fluorescent replication assay, 10 min. Potency, µM (titrated, usually from 115 µM), for inactives: at the top dose activity, negative = inhibition, most hits filed as inhibitors. 390,000 compounds, 1% hits. AID 588590
# Target sequence (Q9UNA4 whole entry, looked up): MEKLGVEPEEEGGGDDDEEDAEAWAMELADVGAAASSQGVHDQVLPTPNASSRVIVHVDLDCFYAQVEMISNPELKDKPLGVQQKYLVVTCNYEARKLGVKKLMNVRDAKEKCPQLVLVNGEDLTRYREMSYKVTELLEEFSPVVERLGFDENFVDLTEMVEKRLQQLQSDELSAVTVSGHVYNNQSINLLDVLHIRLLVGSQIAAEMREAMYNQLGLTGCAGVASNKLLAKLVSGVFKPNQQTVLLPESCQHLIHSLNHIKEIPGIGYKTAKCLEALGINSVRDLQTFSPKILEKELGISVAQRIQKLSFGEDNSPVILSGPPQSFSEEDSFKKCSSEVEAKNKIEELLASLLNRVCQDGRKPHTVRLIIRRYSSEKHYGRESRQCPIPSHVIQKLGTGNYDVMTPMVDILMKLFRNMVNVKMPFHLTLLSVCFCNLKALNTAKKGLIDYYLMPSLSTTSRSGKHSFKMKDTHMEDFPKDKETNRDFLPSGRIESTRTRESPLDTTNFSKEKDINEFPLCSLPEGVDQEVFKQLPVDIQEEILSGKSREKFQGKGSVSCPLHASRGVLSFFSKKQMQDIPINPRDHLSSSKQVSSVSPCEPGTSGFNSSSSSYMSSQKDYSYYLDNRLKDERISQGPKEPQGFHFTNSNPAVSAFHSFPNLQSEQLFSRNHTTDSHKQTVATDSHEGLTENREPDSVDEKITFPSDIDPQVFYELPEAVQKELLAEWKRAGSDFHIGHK
#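 Pol iota at 10 nM preincubated 15 min with compounds at room temperature; reaction started with fluorescent substrate, 50 nM final. Fluorescence read kinetically at 0 and 10 min; buffer-only wells as negative control.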
# Pol eta inh: blocks human DNA polymerase eta activity; 390,000 compounds, 1.2% hits; Potency, µM (titrated, usually from 114 µM), for the others: top-dose activity change, negative = inhibition, actives largely listed as inhibitors; recombinant Pol eta, fluorescent DNA replication assay; AID 588591; Q9Y253; further: on the % scale 0 is the no-effect control and ±100 the full control effect
#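 Fluorescent replication assay: 50 nM final substrate added after a 15 min room-temperature compound preincubation with 10 nM enzyme. Signal taken at 0 min and again at 10 min.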
# Pol beta inh: inhibitors of human DNA polymerase beta | Pol beta primer extension/strand displacement, fluorescence kinetic | Potency, µM (series often up to 114 µM), without a hit: at the highest dose activity change, negative = inhibition, most hits filed as inhibitors | 340,000 compounds, 1.3% hits; further: on the % scale 0 is the no-effect control and ±100 the full control effect
#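 Values derive from four-parameter Hill fits of normalized kinetic data: reads at 0 and 10 min following addition of 50 nM substrate to 10 nM Pol beta preincubated 15 min with compound.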
# G9a block: G9a (human) methyltransferase inhibition. G9a H3K9 monomethylation, AlphaScreen, 2 h. Q96KQ7. Potency, µM (doses to about 102 µM), inactives show at the top dose activity, negative = inhibition, actives largely listed as inhibitors. 350,000 compounds, 8.8% hits; further: on the % scale 0 is the no-effect control and ±100 the full control effect; nearly all actives have a fitted effect of over 75% in size
#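 Chemiluminescent proximity detection of H3K9 monomethylation, read after 10 min bead incubation in the dark. Reaction: 20 nM G9a, 500 nM biotin-H3K9 peptide, 20 uM SAM cofactor, 2 h, room temperature, following 15 min enzyme-compound preincubation.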
# BLM inh: inhibitors of human Bloom syndrome helicase BLM; recombinant BLM DNA unwinding, fluorescence dequenching; P54132; AID 2528; 350,000 compounds, 0.2% hits; Potency, µM (top dose mostly 56.1 µM), inactives show top-dose activity change, negative = inhibition, hits mostly inhibitors;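 further: plate controls were vehicle for no effect and no enzyme for full effect; nearly all actives have a fitted effect of over 35% in size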
# BAZ2B block: blocks human BAZ2B; 360,000 compounds, 4.4% hits; Potency, µM (highest dose often 114 µM), inactives show at the highest dose activity change, negative = inhibition, actives largely listed as inhibitors; AlphaScreen BAZ2B-H3K14Ac peptide displacement; further: on the % scale 0 is the no-effect control and ±100 the full control effect; nearly all actives have a fitted effect of over 60% in size
#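 Compounds, titrated to a top concentration of 110 uM, were incubated 30 min at room temperature with preformed BAZ2B/acetyl-K14 H3 peptide complex (50 nM each). Proximity signal was measured by AlphaScreen after 20 min with beads.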
# Active calls of the source: *; ? = inconclusive; / = no result given; & = joins results of further samples; ! = not active in a repeat; [ ] = remark or other dose. The call rests on the fitted dose curve; in most records, active means well fitted curve in the direction sought with a large enough effect; inconclusive means small, poorly fitted or top-dose-only effect, or another doubt; inactive means no such curve, though single readings can be large; an effect the other way counts as inactive or inconclusive. Potency means the concentration at half of the fitted maximal effect. An excerpt, so the mix of outcomes need not match the whole.
SMILES,Pol kappa inh,Anesthetic bind,APEX1 inh,POLI inh,Pol eta inh,Pol beta inh,G9a block,BLM inh,BAZ2B block
Cc1ccc2cc(C(c3nnnn3C3CCCC3)N3CCN(c4ccccc4)CC3)c(=O)[nH]c2c1 (stereo unspecified),-6%,-7%,-6%,30%[activator],-16%,-2%,?,-8%,?
Cc1nc2c(-c3ccc(F)cc3)c(C)nn2c(C)c1CCC(=O)NCc1ccco1,-6%,2%,-4%,33%[activator],-16%,36%,15%,-3%,9%
C=CCNC(=S)Nc1cccc(NC(=S)NCC=C)c1,2%,-8%,2%,0%,-7%,-1%,4%,1%,-1%
COc1ccc(-n2cnnc2SCC(=O)Nc2ccc(C(N)=O)cc2)cc1,0%,9%,41%,22%,-24%,36%,-11%,-4%,0%
O=c1[nH][nH]c(-c2ccccc2O)c1C(C[N+](=O)[O-])c1ccc(Br)cc1 (stereo unspecified),2%,5%,-2%,11%,-6%,11%,4%[59 µM],-7%,?
O=[N+]([O-])c1ccc(N/N=C/c2cn(Cc3ccc(F)cc3)c3ccccc23)nc1,-2%,3%,3%,5%,?,-14%,?,-10%,?
CC(C)OCCCNC(=O)Cn1c(-c2cccs2)cc2cc(F)ccc21,-1%,-2%,/,46%[activator],-22%,-5%,7%[59 µM],-5%,-4%
COc1ccc(OC)c(/C=C/C(=O)OCC(=O)NCc2ccccc2)c1,-6%,/,5%,18%,-12%,/,/,/,/
COc1ccc(NS(=O)(=O)c2cccc(C(=O)N(C)Cc3cccs3)c2)cc1,-2%,/,30%,-12%,-17%,/,-2%,/,-18%
Cc1ccccc1OCC(=O)Nc1nnc(C2CCCCC2)s1,-6%,-1%,-2%,-11%,-9%,-1%,/,-1%,-2%
CC(=O)c1ccc(NC(=O)CSc2nc(=O)n(Cc3ccccn3)c3c2CCC3)cc1,-5%[60.1 µM],7%,/,14%,-12%,18%,-3%[59 µM],1%,-6%
COc1ccc(C2CC(=O)N(Cc3ccccc3)c3c2c(C)nn3-c2nc(C)cc(C)n2)c(OC)c1 (stereo unspecified),-5%,-10%,/,4%,-5%,-8%,-4%[59 µM],-3%,-21%
CCCCOc1[nH]c2nc(-c3ccco3)n(Cc3ccco3)c(=N)c2c1C#N,-33%,-12%,?,?,?,13%,?,-12%,-30%
Cc1ccc(-c2cc(C(=O)NCCCN3CCOCC3)c3ccccc3n2)cc1C,2%,-11%,-16%,82%[activator],-22%,2%,?,1%,-10%
COC(=O)c1ccc(C(=O)OC)c(NC(=O)CSCC(=O)O)c1,-3%,0%,-2%,5%,-8%,0%,/,-3%,1%
Cc1ccc(NC(=O)C2CC(=O)n3c(nc4ccccc43)N2)cc1Cl (stereo unspecified),-26%,-3%,?,69%[activator],-5%,25%,-32%,-7%,-11%
Cc1ccc(Nc2c(-c3cccc(Cl)c3)nc3cccc(C)n23)cc1,8%,-2%,/,4%,-14%,7%,?,-9%,?
CCOC(=O)N1CCN(c2cccc(C)c2C)CC1,0%,-9%,1%,33%[activator],-22%,1%,8%,1%,-4%
Cc1cc(=O)c(C(=O)O)nn1-c1ccccc1[N+](=O)[O-],-22%,-6%,27%,15%,2%,0%,-17%,-1%,-14%
Cc1ccc(C(=O)NC(C)C2CCCO2)o1 (stereo unspecified),-11%,-8%,12%,19%,-15%,3%,74%[activator],0%,0%
C[C@@H](NC(=O)c1coc(=O)c(Br)c1)c1ccccc1,4%,25%,1%,?,-15%,-11%,-13%[59 µM],3%,1%
CC(C)CNS(=O)(=O)c1cc(C(=O)O)c(Cl)cc1Cl,0%,-1%,1%,15%,-19%,-1%,?,2%,-36%
CCc1cccc(C)c1NC(=O)Cn1nc(C)n2cccc2c1=O,?,-4%&4%,35%,6%&24%,2%,16%&1%,-9%,-2%&116%,-16%&-34%
COCCCNC(=O)c1c[nH]c2ccc(S(=O)(=O)N3CCc4ccccc43)cc2c1=O,0%,?,16%,6%,-12%,-1%,-8%,-2%,1%
CCOc1ccc(-c2c(C)nn3c(C)c(C(=O)Nc4ccccc4C(=O)OC)cnc23)cc1OCC,-9%,-3%,/,-8%,/,11%,6%[59 µM],-2%,-18%

# Reprinted at random: six entries already listed, in no set order.
SMILES,Pol kappa inh,Anesthetic bind,APEX1 inh,POLI inh,Pol eta inh,Pol beta inh,G9a block,BLM inh,BAZ2B block
Cc1ccc(C(=O)NC(C)C2CCCO2)o1 (stereo unspecified),-11%,-8%,12%,19%,-15%,3%,74%[activator],0%,0%
COC(=O)c1ccc(C(=O)OC)c(NC(=O)CSCC(=O)O)c1,-3%,0%,-2%,5%,-8%,0%,/,-3%,1%
CC(C)CNS(=O)(=O)c1cc(C(=O)O)c(Cl)cc1Cl,0%,-1%,1%,15%,-19%,-1%,?,2%,-36%
C=CCNC(=S)Nc1cccc(NC(=S)NCC=C)c1,2%,-8%,2%,0%,-7%,-1%,4%,1%,-1%
Cc1ccc2cc(C(c3nnnn3C3CCCC3)N3CCN(c4ccccc4)CC3)c(=O)[nH]c2c1 (stereo unspecified),-6%,-7%,-6%,30%[activator],-16%,-2%,?,-8%,?
COc1ccc(NS(=O)(=O)c2cccc(C(=O)N(C)Cc3cccs3)c2)cc1,-2%,/,30%,-12%,-17%,/,-2%,/,-18%

# New compounds follow.
SMILES,Pol kappa inh,Anesthetic bind,APEX1 inh,POLI inh,Pol eta inh,Pol beta inh,G9a block,BLM inh,BAZ2B block
CCn1nnnc1NCc1ccc(Cl)cc1,-2%,-14%,-3%,125%[activator],-13%,-11%,21%,-5%,-7%
Cn1c(SCCN2CCCC2)nnc1C1CCN(S(=O)(=O)c2cccc(F)c2)CC1,-7%,3%,-6%,56%[activator],-14%,12%,-21%,-2%,5%
CCOC(=O)Cc1csc(NC(=O)CSc2nnnn2-c2ccc(CC)cc2)n1,0%,?,-2%,16%,-7%,-1%,48%[activator],-8%,7%
O=C(O)CCN1C(=O)/C(=C\c2cccc(Oc3ccccc3)c2)SC1=S,?,-8%,16%,25µM*,40µM*,?,50µM*,-9%,50µM*
CC(O)c1nc2ccccc2n1C1CCCCC1 (stereo unspecified),-3%,-6%,1%,2%,-13%,3%,1%[59 µM],3%,8%
NS(=O)(=O)c1ccc(NC(=O)COC(=O)C2CCCCC2)cc1,-44%,-10%,-7%,-18%,?,-17%,0%[12.7 µM],-11%,-14%
Brc1ccc(Sc2cnc3ccccc3n2)cc1,-5%,?,0%,-4%,3%,12%,116%[activator][59 µM],1%,156%[activator]
CCOC(=O)c1ccn(-c2nc(-c3cccc(OC)c3)cc(C(F)(F)F)n2)n1,-20%,?,/,23%,-15%,-19%,6%[59 µM],-6%,12%
Cc1ccccc1C(=O)c1cccn1CC(=O)NC1CCCC(C)C1C (stereo unspecified),8%,-61%,58%[activator],-5%,-11%,5%,-1%,-6%,-29%
CCN(CC)c1ccc(NC(=S)NC(=O)C2CCC2)cc1,-8%,-15%,-15%,16%,-19%,6%,40µM*,-7%,22µM*
CC1=CC(=O)N(c2cccc(C(F)(F)F)c2)C1c1ccc(Cl)cc1 (stereo unspecified),-20%,-5%,-8%,14%,-14%,-9%,-10%[0.501 µM],3%,-9%
O=C(NCCS(=O)(=O)NCc1ccc(F)cc1)c1ccc2c(c1)OCO2,-7%,/,25%,1%,-15%,/,-3%[0.501 µM],/,-2%
COc1cccc(OCC(=O)Nc2c3c(nn2-c2ccc(F)cc2)CS(=O)(=O)C3)c1,-11%,-8%,-3%,9%,-8%,-8%,-7%,-10%,-18%
CC(C)C(=O)Nc1cccc(NC(=O)CCN2C(=O)c3ccccc3S2(=O)=O)c1,-11%,-7%,-1%,2%,3%,-2%,21%[59 µM],-2%,-1%
COc1ccccc1N1CCN(C2CCCN(C(=O)CN3CCCC3=O)C2)CC1 (stereo unspecified),-7%,-4%,22%,21%,-8%,-19%,?,2%,0%
O=C(CSCc1nc2ccccc2[nH]1)Nc1ccccc1,-8%,-3%,-1%,22%,-13%,43%,-3%,1%,-3%
C(#CCN1CCOCC1)COCCCOC(c1ccccc1)c1ccccc1,-6%,-9%,-4%,?,-9%,3%,0%[12.7 µM],-5%,6%
CCOc1ccc2nc(N/C(N)=N/C(=S)Nc3cccc(C)c3)nc(C)c2c1,2%,-12%,0%,15%,-19%,3%,-1%,2%,-10%
Cc1c(CN(C)C(=O)c2ccc(Br)o2)cnn1C,2%,2%,0%,19%,-6%,5%,?,4%,2%
Cc1cc(C)cc(NC(=O)C2CCC(CNS(=O)(=O)c3ccc4c(c3)C(C)(C)C(=O)N4C)CC2)c1 (stereo unspecified),-17%,-6%,/,19%,-15%,2%,-37%[59 µM],-3%,-19%
CCN(CC)CCOC(=O)c1ccc(N/C=C(/C#N)c2nc(-c3cccc(OC)c3)cs2)cc1,-7%,?,-8%,-11%,0%,-2%,28µM*,1%,?
COc1ccc(NC(=O)C2CCCN(S(=O)(=O)c3ccc4[nH]c(=O)ccc4c3)C2)cc1Cl (stereo unspecified),-8%,-2%,/,-1%,4%,-2%,-37%[59 µM],-5%,-16%
CC(C)c1ccc(NC(=O)C(c2ccccc2)N2CC(=O)Nc3ccccc32)cc1 (stereo unspecified),8%,-9%,15%,16%,5%,-12%,-115%,3%,-8%
Nc1cccc(Oc2c(F)c(F)c(Oc3cccc(N)c3)c(F)c2F)c1,-13%,-18%,-2%,-8%[58.9 µM],-25%,?,-33%,-13%,-37%
O=C(COc1ccccc1Cl)Nc1nnc(S(=O)(=O)N2CCCCCC2)s1,-20%&5%,-14%&32%,7%,-3%&14%,-8%&-14%,-2%&5%,56µM*!,-5%&-4%,-3%&-32%
COc1ccc(-c2nn(-c3ccccc3)cc2C(N)=O)cc1OC,-1%,-12%,6%,1%,-7%,1%,/,-8%,-4%
CSc1nc2cc(C)nn2c(-c2ccccc2)c1C#N,12%,13%,0%,6%,-6%,11%,45%[activator],-5%,14%
COc1ccccc1C1C=C(c2ccc(Cl)cc2)Nc2nc(NS(C)(=O)=O)nn21 (stereo unspecified),/,318%[activator],0%,/,/,-21%,50µM*,-3%,3%
